# Assay outcomes from PubChem.
# Fibroblast inh – antiproliferative effect on LL 47 fibroblasts – human, LL 47 cells, CellTiter-Glo luminescence, primary screen; viability, % at 10 µM; hit rate 1.1% among 85,000; LL 47 human lung fibroblast viability, ATP luminescence; hits give low values; AID 719, 2007;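 active = viability at or below 50% in the single dose screen; inactive = viability above 50%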;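 note: compound exposure lasted 72 h before the ATP readout; 100% = median luminescence of untreated cell-only wells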
#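 Signal: luminescent ATP detection, CellTiter-Glo; assay system: LL 47 human lung fibroblasts; input: 1,150 cells/well; incubation: overnight cell rest, 72 h compound treatment at 37 °C; measure: % viability versus median cells-only luminescence; medium: IMEM growth medium with 15% fetal bovine serum; dosing: compound addition at 0.1% DMSO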
# IL1B cytotox – cytotoxicity in IL-1B stimulated HUVEC, primary screen, cytotoxicity control for IL-1B NFkB translocation project, imaging, Hoechst nuclear count, IL-1B stimulus; hit rate 0.41% among 94,000; cell count reduction, % at 2 µM; HUVEC cell count loss;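 active = cell count reduction more than 3 SD above the screen-wide mean, cut at about 70% in these data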;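 note: normalized per plate to untreated control cells as the no-loss baseline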
# H69AR inhibit – proliferation blockers of H69AR lung cancer cells, primary screen, cell-based, human, 86K library | hit rate 6% among 85,000 | viability, % at 10 µM | H69AR lung tumor viability, ATP luminescence, 72 h; hits give low values;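 active = viability at or below 40%; inactive = viability above 40%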;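 note: multidrug resistant small cell line overexpressing MRP-1 efflux transporter; 100% = mean luminescence of untreated control wells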
# HUVEC inhibit – inhibitors of HUVEC proliferation, primary screen, cell-based, 384-well | CellTiter-Glo luminescence, 72 h; hits give low values | viability, % at 10 µM (by protocol) | hit rate 1.1% among 86,000;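 active = viability at or below 30%; inactive = viability above 30%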;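 note: 100% = median luminescence of DMSO-only cell control wells on each plate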
# VCAM1 TNFa inh – inhibitors of TNFa-induced VCAM1 expression, primary screen, imaging, HUVEC, TNFa stimulus, immunofluorescence. HUVEC TNFa-induced VCAM-1 immunofluorescence, high-content imaging. inhibition, % at 2 µM. hit rate 0.48% among 95,000;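 active = inhibition above the batch mean plus 3 SD, with images confirmed as a hit by eye, cut at about 37% in these data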;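 note: 0% = TNF-stimulated DMSO wells and 100% = unstimulated control wells; not every result past the cut was called active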
# PTK2B oligo ant – antagonists of Pyk2 self-association, primary screen, Q293 cells, FERM NanoBiT luminescence, HTS. hits give low values. z-score (the deposit names both 25 µM and 10 µM). hit rate 0.83% among 99,000. AID 1347419, 2020;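 active = Z-score of -3 or lower, scaled per plate to the spread of control and sample wells; inactive = z-score above -3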;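 note: negative z-score means lost luminescence so less FERM oligomerization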
# Target sequence (Q14289 whole entry, looked up): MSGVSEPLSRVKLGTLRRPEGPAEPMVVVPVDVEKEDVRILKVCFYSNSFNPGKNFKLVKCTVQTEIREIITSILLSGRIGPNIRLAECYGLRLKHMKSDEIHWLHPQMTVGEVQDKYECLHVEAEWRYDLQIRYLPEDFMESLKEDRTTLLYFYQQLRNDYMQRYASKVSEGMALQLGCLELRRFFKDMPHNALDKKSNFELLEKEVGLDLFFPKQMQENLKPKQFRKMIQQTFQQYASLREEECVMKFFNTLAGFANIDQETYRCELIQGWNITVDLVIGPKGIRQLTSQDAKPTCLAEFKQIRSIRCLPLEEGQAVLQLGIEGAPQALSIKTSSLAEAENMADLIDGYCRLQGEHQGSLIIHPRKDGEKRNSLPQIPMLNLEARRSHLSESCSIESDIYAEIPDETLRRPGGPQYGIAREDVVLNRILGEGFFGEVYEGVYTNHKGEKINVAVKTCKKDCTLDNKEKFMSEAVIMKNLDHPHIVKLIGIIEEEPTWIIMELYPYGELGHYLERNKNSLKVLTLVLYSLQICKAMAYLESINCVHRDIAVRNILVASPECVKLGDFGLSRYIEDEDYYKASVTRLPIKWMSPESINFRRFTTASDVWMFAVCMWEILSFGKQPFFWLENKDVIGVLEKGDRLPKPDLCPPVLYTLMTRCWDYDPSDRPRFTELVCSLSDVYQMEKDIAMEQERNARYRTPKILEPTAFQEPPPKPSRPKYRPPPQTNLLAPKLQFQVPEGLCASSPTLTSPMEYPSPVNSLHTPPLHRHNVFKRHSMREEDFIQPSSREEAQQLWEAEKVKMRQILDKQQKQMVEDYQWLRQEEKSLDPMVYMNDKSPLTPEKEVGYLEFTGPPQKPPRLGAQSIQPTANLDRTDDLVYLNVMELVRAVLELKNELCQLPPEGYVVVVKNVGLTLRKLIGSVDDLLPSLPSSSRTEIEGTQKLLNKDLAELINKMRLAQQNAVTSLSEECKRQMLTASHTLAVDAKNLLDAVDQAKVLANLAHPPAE
# F-actin modifier – modifiers of F-actin cytoskeleton organization, primary screen, imaging, HUVEC, phalloidin staining, high-content imaging; hit rate 0.18% among 91,000; inhibition, % at 2 µM; AID 836, 2007; HUVEC TNFa F-actin phalloidin imaging;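 active = inhibition above the batch mean plus 3 SD and confirmed as a hit by visual image inspection, cut at about 30% in these data, passing the limit was not always enough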; note: strong numbers were not always called active
# HUVEC tox TNFa – cytotoxicity in TNFa-stimulated HUVEC, primary screen, cytotoxicity control for VCAM1 expression modulator project, imaging, Hoechst nuclei count | HUVEC TNFalpha-stimulated, Hoechst cell count | cell count reduction, % at 2 µM | hit rate 0.17% among 93,000 | AID 848, 2007;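 active = cell count reduction exceeding the screen mean by over 5 SD, scaled to untreated wells per plate, cut at about 78% in these data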;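 note: cells counted after 24 h of TNF alpha exposure following the 1 h pretreatment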
# Smad3 inh – Smad3/FoxH1 peptide binding inhibitors, primary screen, biochemical, TR-FRET; Mothers against decapentaplegic homolog 3 (Homo sapiens), P84022; inhibition, % at 25 µM; TR-FRET Smad3/Dy647-FoxH1 peptide binding, europium anti-His; AID 630, 2007; hit rate 0.29% among 88,000;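 active = compounds that reduce the energy-transfer binding signal between the protein and its labelled peptide by more than half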;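 note: 0% = Smad3 plus labelled peptide maximal FRET and 100% = peptide-only background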
# Starred values were filed as active, the others as inactive; nt = no result given; [ ] = another dose, or the depositor's remark. These rows are one share of the data (hit frequency here may not be typical).
# Every second line gives: Fibroblast inh, IL1B cytotox, H69AR inhibit, HUVEC inhibit, VCAM1 TNFa inh, PTK2B oligo ant, F-actin modifier, HUVEC tox TNFa, Smad3 inh
CCCCCCCC1CC(CSC(=N)N)OC1=O (stereo not drawn)
    94, -1, 76, 65, 13, 0.71, 5, -3, 2
CCCOP(=O)(OCCC)C1(Nc2ccc(C)cc2)CCCCC1
    97, 26, 83, 75, -1, 0.66, 15, 6, -5
CCCCNC(=O)C(=O)c1ccccc1NC(C)=O
    nt, -32, nt, nt, -5, 0.36, 2, -1, nt
COc1cc(-c2cc(-c3ccccc3)nc(SCC(=O)Nc3nccs3)c2C#N)cc(OC)c1OC
    nt, -22, nt, nt, 6, 0.24, -35, 2, nt
COc1cccc(N2CCN(CC(=O)c3c(C)[nH]c4ccccc34)CC2)c1
    98, -11, 90, 95, -21, -0.34, -5, -5, 8
COCCn1nnnc1C(c1cccs1)N1CCN(c2cccc(C(F)(F)F)c2)CC1 (stereo not drawn)
    89, 10, 84, 91, 8, -0.61, 2, 4, -11
C=C(C)Cn1c(N2CCC(Cc3ccccc3)CC2)nc2c1c(=O)[nH]c(=O)n2C
    88, 41, 65, 70, -6, -1.4, -16, -10, -1
O=C(COC(=O)c1ccccc1NC(=O)c1ccco1)Nc1ccc2c(c1)OC(F)(F)O2
    nt, 8, nt, nt, 6, -2.9, 4, -5, nt
Cc1cc(C)nc(Sc2c(F)c(F)c(C(F)(F)F)c(F)c2F)n1
    102, -47, 89, 93, 1, 0.49, -15, -14, 5
COc1ccc(NC(=O)CSc2ccccn2)cc1OC
    100, 14, 70, 88, -2, 0.56, -19, 0, -1
O=C(O)CCn1c2c(c3ccccc31)CCCC2
    106, 4, 87, 103, 14, 0.66, 1, 0, 3
C/C(=C\C(=O)C(F)(F)F)Nc1cc(C)cc(C)c1
    nt, -16, nt, nt, -1, -0.41, -2, -11, nt
COc1ccccc1CN1C(=O)CCC1(C)C(=O)NC1CCCCCC1 (stereo not drawn)
    95, -22, 94, 110, 20, 0.13, 2, 1, -4
COC(=O)CC(NC(=O)c1ccco1)c1ccc(C(C)C)cc1 (stereo not drawn)
    104, 17, 112, 108, 5, -0.53, -5, -19, -13
C[N+]1(CCNC(=O)/C=N/O)CCCCC1
    99, -1, 101, 104, 19, -0.61, -2, -15, 7
C=CCN=C1SCC(=O)N1S(=O)(=O)c1ccccc1
    99, -17, 94, 94, -2, 2, 52, -4, 1
Cc1ccc(CNC(=O)CS(=O)Cc2nc(-c3ccccc3C)oc2C)cc1 (stereo not drawn)
    92, 5, 96, 85, 10, nt, -4, -23, -7
c1ccc(-n2nnnc2Sc2n[nH]c(-c3ccncc3)n2)cc1
    102, 11, 84, 106, -2, -0.02, -15, 4, -8
O=C(c1ccc(-c2nnc(Nc3cccc(Cl)c3)c3ccccc23)cc1)N1C[C@H]2C[C@H](C1)c1cccc(=O)n1C2
    98, -10, 90, 87, 4, -0.69, -35, 30, -6
Cc1[nH]c2ccccc2c1/C=N/Nc1nc(Nc2ccccc2)nc(N2CCOCC2)n1
    nt, 9, nt, nt, 9, -2.1, 26, 2, nt
Cc1ccc(NC(=O)CN2CCC(NC(=O)Cc3ccccc3)CC2)cc1C
    nt, -1, nt, nt, 10, -0.86, nt, 15, nt
COCCNC(=S)NC1CC2CCCC(C1)N2Cc1cccs1 (stereo not drawn)
    nt, -11, nt, nt, -14, 1.1, 8, -2, nt
O=c1oc2ccccc2cc1-c1nc(-c2ccccc2)no1
    nt, 1, nt, nt, -4, -1.1, -14, 6, nt
CC1(C)CC(=O)C(C=NCCN2CCN(C(=O)c3ccc(Br)cc3)CC2)=C(O)C1
    94, 26, 96, 94, 5, 1.3, 8, -17, 4
CCn1ncc(Br)c1C(=O)Nc1ccc(F)cc1F
    101, -4, 98, 94, 1, 2.5, 7, -6, 10[fluorescence artefact?]
CC1CCCN(C/C=C/c2ccccc2[N+](=O)[O-])C1 (stereo not drawn)
    nt, 55, nt, nt, -1, 0.35, 10, -14, nt
O=C(CCCC(=O)OCC(Cl)=C(Cl)Cl)Nc1cccc(F)c1
    nt, -4, nt, nt, 13, 1.4, 18, -8, nt
CCc1ccc2[nH]c(=O)c(C(c3nnnn3CC3CCCO3)N3CCCc4ccccc43)cc2c1 (stereo not drawn)
    95, nt, 20*, 89, nt, -0.27, nt, nt, 13
O=[N+]([O-])c1ccccc1/C=N/N1CCN(c2ccc(Cl)cc2)CC1
    nt, -8, nt, nt, -13, 1, 1, -8, nt
CCCC1=NCCn2cccc21
    101, -22, 102, 109, -8, -1.3, -25, 10, 11
O=C(O)CCn1[nH]c(=O)ccc1=O
    103, -8, 91, 93, 2, 0.23, 6, 7, -2
CCN1CCN(c2nc3c(c(=O)n(C)c(=O)n3C)n2CCSc2nccc(C)n2)CC1
    91, nt, 79, 97, 13, 0.84, 7, -18, 1
Cc1ccc(C(=O)NCc2ccco2)cc1S(=O)(=O)N1CCOCC1
    99, 14, 84, 97, -6, 0.01, -16, 15, -4
COCCn1c(Cc2ccccc2)nnc1SCc1nc2ccccc2c(=O)[nH]1
    nt, 28, nt, nt, 1, -0.06, 1, -31, nt
Nc1nc(SCc2ccc3c(c2)OCO3)n[nH]1
    92, 21, 97, 93, 7, 0.83, -1, 9, -5
COc1ccc(C(=O)NN2C(=O)C3C4C=CC(O4)C3C2=O)cc1 (stereo not drawn)
    nt, -58, nt, nt, -7, 0.94, -2, -6, nt
Cc1ccc2nc(/C(C#N)=C/c3cn[nH]c3-c3ccc(F)cc3)[nH]c2c1
    87, 15, 14*, 59, -13, -1.6, 8, -4, 5
Cc1ccc(Nc2nc3nonc3[nH]c2=O)cc1
    92, 6, 90, 86, -22, -1.4, -15, -10, 9
CC(NS(C)(=O)=O)C(c1cccs1)N1CCN(c2ccccc2)CC1 (stereo not drawn)
    96, 23, 85, 91, -20, -0.36, -10, -20, 4
O=C(c1ccco1)N1CCN(C(c2ccc(Cl)cc2)c2nnnn2Cc2ccccc2)CC1 (stereo not drawn)
    78, 6, 61, 83, 17, -1.2, -18, -10, -9
CC1=NCCN1S(=O)(=O)c1ccc(Br)c(C)c1
    87, -111, nt, 80, 4, 0.76, nt, -8, 11
CCC(=O)Nc1nc2c(OC)ccc(OC)c2s1
    99, 15, 107, 77, 20, nt, -9, 9, 3
Cc1c(NC(=O)CSc2nc3ccccc3s2)c(=O)n(-c2ccccc2)n1C
    100, 3, 95, 114, -8, 1.4, -4, -19, -9
CCOC(=O)c1cc(-c2ccc(N)cc2)sc1N
    96, -13, 51, 87, 14, -0.68, -3, -17, 3[fluorescence artefact?]
O=C(CSc1nnc(CNc2ccccc2)o1)c1ccc2c(c1)OCCO2
    111, -22, 86, 100, -15, 0.18, -13, -18, -5
CC1CCCCC1NC(=O)c1ccc2c(c1)[nH]c(=O)n2C1CCCC1 (stereo not drawn)
    92, 4, 21*, 105, 0, 0.02, -12, 2, 4
COC(=O)Cc1c(C)c2c(OCc3nn[nH]n3)cc(C)cc2oc1=O
    96, -9, 97, 96, 18, -0.49, 32, -49, -4
CCOc1ccc(C2c3c(oc4ccccc4c3=O)C(=O)N2c2ccccn2)cc1OC (stereo not drawn)
    95, nt, 82, 105, nt, nt, nt, nt, -18
O=C1NC(c2ccccc2Cl)Nc2ccccc21 (stereo not drawn)
    nt, -27, nt, nt, 1, 0.39, 1, -32, nt
O=S(=O)(c1ccc2c(c1)OCCCO2)N1CCNCC1
    nt, 10, nt, nt, 84*, -0.24, -40, 84*, nt
O=C(Nc1ncccc1Cl)C(Sc1ccccc1)c1ccccc1 (stereo not drawn)
    nt, nt, nt, nt, -9, -0.87, -13, 4, nt
CCOC(=O)CSc1nnc(C)n1N
    90, -6, 86, 93, -12, 0.53, 5, -18, 8
CCCn1c(SCC(=O)N2CCCc3ccccc32)nnc1-c1ccccn1
    97, -1, 100, 98, 15, -0.79, 8, -25, -2
Cc1ccc(NC(=O)CSc2nnc(-c3ccccc3C)o2)cc1C
    100, 7, 92, 112, 15, 1.8, -19, -11, 3[fluorescence artefact?]
COc1ccc(CNc2oc(COc3ccccc3Cl)nc2C#N)cc1
    99, 22, 80, 81, 8, -1.5, 2, 2, 1
Cc1ccccc1C(NC(N)=O)c1ccccc1 (stereo not drawn)
    96, -8, 91, 89, 7, -0.32, 12, -12, 3
N#CC(c1nc2ccccc2nc1N1CCCC1)S(=O)(=O)c1cccs1 (stereo not drawn)
    112, -20, 84, 78, -10, 0.25, 6, 6, 5
CN1C(=O)/C(=C/c2ccccc2OCc2cccc(F)c2)N(C)C1=S
    nt, 9, nt, nt, 26, -0.37, -17, -5, nt
CCOC(=O)CSc1nc(N)c(C#N)c(CC(C)C)c1C#N
    108, 8, 90, 93, 2, -1.4, -34, -8, 5
Cc1cc(=O)oc2c(CN3CCC(C)CC3)c(O)c(Cl)cc12
    100, 2, 104, 99, 2, 0.38, -6, -3, 9

# The list goes on.
# Every second line gives: Fibroblast inh, IL1B cytotox, H69AR inhibit, HUVEC inhibit, VCAM1 TNFa inh, PTK2B oligo ant, F-actin modifier, HUVEC tox TNFa, Smad3 inh
CCCCn1nnc(NC(=O)c2ccc(-c3cccc(Cl)c3)o2)n1
    108, 5, 104, 55, -12, 0.61, 20, 10, -3
CCC(=O)OCc1c(C(F)(F)F)nn(C)c1Sc1ccc(Cl)cc1
    nt, -18, nt, nt, -2, -0.18, -1, -6, nt
CCN(CCCNS(=O)(=O)c1ccc2c(c1)oc(=O)n2C)c1cccc(C)c1
    101, nt, 94, 109, nt, nt, nt, nt, 2
CC(C)c1cc(C(=O)O)n(-c2ccccc2)n1
    105, 13, 97, 97, 5, -0.42, 12, -30, -3
Cc1cc(C(F)(F)F)c(C#N)c(N2CCOCC2)n1
    104, -8, 96, 95, -9, -0.33, 0, 19, 0
CCCn1c(CN2CCN(C(=O)OCC)CC2)nc2c1c(=O)n(C)c(=O)n2C
    90, nt, 72, 103, nt, nt, nt, nt, -7
Cc1ccc2c(c1)nnn2C1CCN(S(=O)(=O)c2ccc(C(=O)N3CC(C)CC(C)C3)cc2)CC1 (stereo not drawn)
    94, nt, 40, 68, nt, -0.12, nt, nt, -2
CCc1nn2c(=O)cc(CSc3nc(C)cc(=O)[nH]3)nc2s1
    96, -9, 92, 100, 22, nt, -11, -6, 2
Cc1ccc2occ(/C=C/C(=O)c3ccccc3O)c(=O)c2c1
    nt, 24, nt, nt, 11, -0.75, -9, -17, nt
O=C(c1ccccc1F)N1CCN=C1SCc1cccnc1
    88, -1, 92, 109, 11, nt, -7, -25, -5
CCc1nnc(NC(=O)CSc2nnc(-c3c[nH]c4ccccc34)n2C)s1
    102, 8, 97, 107, 3, -0.3, -20, 4, 7
Cc1ccc(S(=O)(=O)NC(=O)NCc2ccc3c(c2)OCO3)cc1
    nt, 31, nt, nt, -2, 3, -3, 6, nt
O=C(COc1ccccc1)N(Cc1ccco1)c1ccc(O)cc1
    97, -12, 88, 87, 28, -0.36, -9, 3, -2
Cc1cc(C)c(NC(=O)CSc2nc3c(c(=O)n2C)SC(C)C3)c(C)c1 (stereo not drawn)
    88, -10, 74, 98, 9, nt, 0, -12, 0
CSc1nc2ccccc2n1C(=O)Oc1ccccc1
    103, 35, 61, 97, -7, 0.04, -18, -8, 3
